Screening results from PubChem BioAssay.
Cdc42 wt – changes GTP binding to wildtype human Cdc42 | GST-Cdc42 beads, Bodipy-GTP binding, flow cytometry; actives lie on both sides | percent activity (GTP binding), % at 10 µM | 190,000 tested, 0.2% active | AID 761;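 active means percent activity GTP binding at least 20 points away from the 100% baseline, either down as inhibitor or up as activator; inconclusive means compound flagged as likely green fluorescent from well-wide comparison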;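 further: median bead fluorescence of bound Bodipy-FL-GTP at 100 nM; 0% = excess unlabeled GTP control and 100% = no compound control; below 100% means less GTP binding so inhibitor and above means activator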
Target sequence (P60953 whole entry, looked up): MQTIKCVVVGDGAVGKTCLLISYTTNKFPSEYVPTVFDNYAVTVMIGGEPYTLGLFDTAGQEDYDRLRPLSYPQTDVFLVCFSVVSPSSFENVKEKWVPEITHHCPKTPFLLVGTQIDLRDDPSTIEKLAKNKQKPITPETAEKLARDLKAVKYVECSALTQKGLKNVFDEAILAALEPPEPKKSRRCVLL
ABCB1 block – inhibitors of human ABCB1 transporter, ABCG2 counter-screen; P08183; CCRF-Adr cells, JC-1 efflux, flow cytometry; inhibition, % at 6.6 µM; 190,000 tested, 0.067% active; AID 1326; in the data active means inhibition above about 40%;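 further: 0% = vehicle and 100% = reference inhibitor; higher value means more JC-1 retained so stronger ABCB1 efflux block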
Rab2 wt GTP – changes GTP binding to wildtype dog Rab2A, up or down | AID 760 | P61105 | GST-Rab2 wt beads, Bodipy-GTP binding, flow cytometry | 190,000 tested, 0.19% active | GTP binding activity, % at 10 µM;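 active means GTP binding activity at least 20 points away from 100%, either lowered or raised; inconclusive means signal likely due to the compound's own green fluorescence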;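 further: 0% = beads with excess unlabeled GTP and 100% = no-compound control corrected for plate trend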
Pf gametocyte – P. falciparum stage V gametocyte viability inhibition | P. falciparum stage V gametocytes, ATP luminescence, 24 h | inhibition, % at 10.9 µM | 150,000 tested, 0.065% active | AID 743093;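 active means inhibition above the mean plus 3 SD of compounds within the control limits, set per campaign, cut at about 38% in these data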;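 further: 0% = DMSO wells and 100% = medium only without gametocytes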
ABCG2 block – human ABCG2 inhibition, ABCB1 as counter-screen; 190,000 tested, 0.1% active; AID 1325; Q9UNQ0; inhibition, % at 6.6 µM; IgMXP3 cells, JC-1 efflux, flow cytometry;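 active means inhibition above 80%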;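 further: 0% = DMSO and 100% = nicardipine control wells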
Target sequence (Q9UNQ0 whole entry, looked up): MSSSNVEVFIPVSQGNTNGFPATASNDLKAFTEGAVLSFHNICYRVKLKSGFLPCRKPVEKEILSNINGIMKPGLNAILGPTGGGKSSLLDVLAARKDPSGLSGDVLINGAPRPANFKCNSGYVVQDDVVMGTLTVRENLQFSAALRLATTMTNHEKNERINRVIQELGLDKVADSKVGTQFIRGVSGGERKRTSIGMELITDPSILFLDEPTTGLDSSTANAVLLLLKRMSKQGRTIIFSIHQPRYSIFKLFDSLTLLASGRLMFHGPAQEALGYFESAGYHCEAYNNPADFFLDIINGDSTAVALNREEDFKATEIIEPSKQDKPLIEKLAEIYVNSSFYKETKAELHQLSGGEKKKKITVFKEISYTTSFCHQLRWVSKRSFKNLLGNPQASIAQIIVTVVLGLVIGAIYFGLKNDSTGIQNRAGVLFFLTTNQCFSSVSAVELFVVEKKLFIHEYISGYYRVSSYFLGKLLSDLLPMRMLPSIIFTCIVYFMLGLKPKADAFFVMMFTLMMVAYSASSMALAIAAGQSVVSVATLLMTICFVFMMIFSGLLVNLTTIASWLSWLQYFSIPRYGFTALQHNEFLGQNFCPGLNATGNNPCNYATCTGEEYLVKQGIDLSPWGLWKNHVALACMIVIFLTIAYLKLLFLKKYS
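Measure – % inhibition of efflux relative to nicardipine and DMSO · Test system – ABCG2 IgMXP3 and barcoded ABCB1 CCRF-Adr cell mix · Control set – nicardipine as high control, DMSO as low control · Compound – one concentration, 6.6 µM final · Signal – flow cytometry of retained JC-1 fluorescence · Timing – 10 min exposure at 25 °C with rotation, no wash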
Rac1 wt GTP bind – alters GTP binding to wildtype human Rac1 | GTP binding activity (% of control), % at 10 µM | GST-Rac1 beads, fluorescent GTP binding, flow cytometry; actives lie on both sides; 0 = cold GTP competed, 100 = untreated | 190,000 tested, 0.27% active;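 active means GTP binding activity at least 20 points away from the 100% control level, either lower or higher; inconclusive means compound flagged as likely green fluorescent, judged across all proteins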
HRas wt GTP – changes GTP binding to wildtype human HRas. P01112. GST-Ras wt beads, Bodipy-FL-GTP binding, flow cytometry; actives lie on both sides. GTP binding activity, % at 10 µM. 190,000 tested, 0.14% active. AID 759;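 active means GTP binding activity at least 20% away from the 100% baseline, either lowered as inhibitor or raised as activator; inconclusive means flagged as likely green fluorescent, judged across all proteins in the well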;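 further: 0% = unlabeled GTP competition control and 100% = no-compound control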
Target sequence (P01112 whole entry, looked up): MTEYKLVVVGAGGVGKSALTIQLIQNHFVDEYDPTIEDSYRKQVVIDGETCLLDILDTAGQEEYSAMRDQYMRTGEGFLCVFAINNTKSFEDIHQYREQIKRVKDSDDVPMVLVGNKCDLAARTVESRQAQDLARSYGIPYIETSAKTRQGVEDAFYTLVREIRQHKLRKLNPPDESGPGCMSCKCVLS
Rab7 wt modul – modulators of GTP binding to dog Rab7 wildtype GTPase. GTP binding activity (percent of control), % at 10 µM. GST-Rab7 beads, fluorescent GTP binding, flow cytometry; actives lie on both sides; untreated = 100%, excess cold GTP = 0%. AID 758. 190,000 tested, 0.055% active;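 active means fluorescent GTP binding to Rab7 beads changed by at least 20 points from the 100% baseline, either direction, mostly lower; inconclusive means compound itself probably fluorescent, or too few beads counted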;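 further: median green fluorescence of bound Bodipy-FL-GTP per Rab7 bead population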
GSH fluor – compound fluoresces at 488/530 nm on GSH beads | GSH beads flow cytometry, compound fluorescence 488/530 nm; hits give high values | 190,000 tested, 0.25% active | fluorescence (KMESF) at 10 µM; in the data active means fluorescence above about 89;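 further: glutathione beads carrying GST-tagged Bcl family fusion proteins plus one bare bead set; values are compound well signal with DMSO vehicle wells as background; inactives centre near 16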
Rac1 mut GTP – alters GTP binding to activated mutant human Rac1. 190,000 tested, 0.11% active. P63000. GST-Rac1 activated beads, fluorescent GTP binding, flow cytometry; actives lie on both sides; 100% means binding = to untreated wells. percent activity (GTP binding), % at 10 µM;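 active means GTP binding at least 20 percentage points away from the 100% baseline, in either direction, so actives lie on both sides; inconclusive means Compound likely fluorescent itself, or too few beads counted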
Avidin bead fluor – compound fluoresces at 488/530 nm on avidin beads. fluorescence (KMESF) at 10 µM. compound fluorescence 488/530 nm, flow cytometry; hits give high values. 220,000 tested, 0.38% active. AID 1775; in the data active means fluorescence above about 47; further: inactives centre near 10
The depositor's hits bear a star; ? = inconclusive; / = not tested or not shown.

SMILES	Cdc42 wt	ABCB1 block	Rab2 wt GTP	Pf gametocyte	ABCG2 block	Rac1 wt GTP bind	HRas wt GTP	Rab7 wt modul	GSH fluor	Rac1 mut GTP	Avidin bead fluor
O=C(NCc1ccccc1)C1=C[C@@H](C2CC2)C[C@@H](OCCCCO)O1	93	0.3	98	6	3	95	96	101	17	94	5
COc1cccc(C2=CC(c3ccccc3)n3nnnc3N2)c1 (stereo not drawn)	105	1.7	104	2	26	102	102	96	19	99	8
COC(=O)CC1C(=O)NCCN1C(=O)CSc1nc2ccccc2c(=O)n1CC(C)C (stereo not drawn)	98	0.4	101	6	3	101	98	106	25	99	11
O=C(NCCc1ccccn1)C(F)(F)C(F)(F)C(F)(F)C(F)(F)C(F)(F)C(F)F	100	0.5	99	0	8	104	101	101	25	99	3
O=C(c1ccc(-c2ccccc2)cc1)C1CCCN(C(=O)c2ccncc2)C1 (stereo not drawn)	97	1.1	98	/	4	97	96	97	12	97	10
CCc1cc(C(=O)N2CCCC(C(=O)c3cccc(OC(C)C)c3)C2)n(C)n1 (stereo not drawn)	93	0.3	93	2	1	95	94	100	8	93	18
c1ccc2[nH]c3cc4ncnc4cc3nc2c1	83	0.9	77*	-26	10	79*	77*	87	4	91	9
Cc1ccc(-c2nnn(CC(=O)N(Cc3ccccc3F)C(C(=O)NC3CCCC3)c3ccncc3)n2)o1 (stereo not drawn)	102	-0.4	99	/	4	101	100	91	67	99	7
O=C(CC(c1ccccc1)c1ccccc1)Nc1ccc(Cl)cn1	100	0.3	99	/	4	103	101	103	64	98	12
Cc1ccc(S(=O)(=O)N(C(=O)c2ccncc2)c2ccc(OC(=O)c3ccncc3)cc2)c(C)c1	98	/	98	-17	2	104	101	102	9	100	15
c1ccc2c(c1)Cn1nc(Cc3nc4c(s3)CCCC4)nc1-2	100	0.6	102	/	1	100	101	100	66	100	8
Cc1ccc(N(CC(=O)N=Nc2c(O)[nH]c3ccccc23)S(C)(=O)=O)c(C)c1	92	0.5	92	/	6	92	92	93	9	94	10
CCOC(=O)C(C(=O)N(C)C)c1ncc(C(F)(F)F)cc1Cl (stereo not drawn)	100	-0.1	99	-3	2	101	100	102	23	98	25
C/C(=N\NC(=O)C1COc2ccccc2O1)c1ccc(C)o1 (stereo not drawn)	102	0.3	100	/	0	103	102	104	58	99	13
CCOc1ccccc1NC(=S)NCc1ccco1	101	0.1	99	-10	2	102	101	99	45	97	2
NC(=O)C1=C[C@H](c2csc3ccccc23)C[C@H](OCCCCO)O1	94	0.7	95	3	4	98	95	96	21	96	5
Cc1cccc(NC(=O)CSc2nnc(-c3cnccn3)n2Cc2ccco2)c1	96	0.9	95	10	3	93	97	96	14	95	23
CCOc1ccc(C2C(C#N)=C(N)N(c3sc4c(c3C#N)CCCC4)C3=C2C(=O)CCC3)cc1 (stereo not drawn)	99	2.3	99	-7	22	102	98	101	22	96	19
CSc1nc(N)c(C#N)c(-c2ccc(Cl)cc2)c1C#N	103	0.1	98	-2	1	104	99	97	5	99	6
CCCCOC(=O)CSc1n[nH]c(=O)[nH]c1=O	99	0.0	98	-7	0	101	100	101	26	98	5
CNC(=O)/C(C#N)=C/c1ccc(-c2ccc(Cl)cc2)o1	97	1.0	96	15	4	99	96	98	7	97	11
Nc1nc(NC(=O)/C=C\C(=O)O)nn1-c1ccccc1	92	0.1	92	-13	2	91	95	94	11	93	15
Clc1ccc(-c2cnc3ccccc3n2)cc1	102	2.9	99	6	22	105	99	103	9	101	6
O=C(/C=C1\NCC2c3ccccc3CCN2C1=O)c1ccccc1 (stereo not drawn)	100	2.2	100	-14	9	96	100	96	23	96	15

Brought forward from above: 6 compounds, then new ones.
SMILES	Cdc42 wt	ABCB1 block	Rab2 wt GTP	Pf gametocyte	ABCG2 block	Rac1 wt GTP bind	HRas wt GTP	Rab7 wt modul	GSH fluor	Rac1 mut GTP	Avidin bead fluor
CSc1nc(N)c(C#N)c(-c2ccc(Cl)cc2)c1C#N	103	0.1	98	-2	1	104	99	97	5	99	6
CCCCOC(=O)CSc1n[nH]c(=O)[nH]c1=O	99	0.0	98	-7	0	101	100	101	26	98	5
CNC(=O)/C(C#N)=C/c1ccc(-c2ccc(Cl)cc2)o1	97	1.0	96	15	4	99	96	98	7	97	11
Nc1nc(NC(=O)/C=C\C(=O)O)nn1-c1ccccc1	92	0.1	92	-13	2	91	95	94	11	93	15
Clc1ccc(-c2cnc3ccccc3n2)cc1	102	2.9	99	6	22	105	99	103	9	101	6
O=C(/C=C1\NCC2c3ccccc3CCN2C1=O)c1ccccc1 (stereo not drawn)	100	2.2	100	-14	9	96	100	96	23	96	15
Cn1c(=O)n(C)c2cc(CNc3ccc(N4CCOCC4)c(C(=O)O)c3)ccc21	106	0.2	102	/	1	109	102	99	5	99	12
Cc1cc(C)n2nc(SCC(=O)Nc3ccc(F)cc3)nc2n1	95	0.3	95	/	2	97	95	94	24	95	6
CC(=O)N1CCc2cc(N=NC3=C(O)CC(C)(C)CC3=O)ccc21	93	0.3	96	7	5	98	95	105	12	95	12
C=CCn1c(SCC(=O)Nc2ccc3c(c2)OCO3)nnc1-c1ccccc1O	99	1.1	98	-4	9	95	98	93	24	97	18
O=C(OC1CCN(c2ccc([N+](=O)[O-])cc2)CC1)c1ccccc1	103	0.2	101	-2	0	101	102	101	27	100	11
Cn1c(=O)c2c(-c3ccccc3)n(N3CCOCC3)cc2n(C)c1=O	101	0.0	102	/	0	102	102	105	5	97	11
C=CCN1C(=O)CN=C1Nc1ccccc1	101	-5.5	101	/	-5	100	101	102	28	97	12
COC(=O)c1[nH]c2ccccc2c1NC(=O)/C=C/c1ccc2c(c1)OCO2	99	-0.1	98	-18	1	103	100	100	19	99	12
O=C(NNC(=O)c1cccs1)c1ccc(Cl)c(Cl)c1	100	-0.2	99	-5	2	105	100	102	10	103	6
O=C(/C=C/c1ccc(Cl)cc1)N(Cc1ccccc1)c1ccccn1	97	0.8	100	9	3	100	102	106	18	96	10
CCC1(C)Cc2c(sc3nc(NC)n(C)c(=O)c23)CO1 (stereo not drawn)	101	-0.1	95	/	12	99	97	94	21	101	32
Cc1ccc(C)c(N(CC(=O)Nc2cc(Cl)ccc2Oc2ccccc2)S(C)(=O)=O)c1	97	0.2	92	0	1	99	99	94	10	92	19
COc1cccc(-c2n[nH]c(=S)n2Cc2ccco2)c1OC	99	-0.4	96	/	-1	94	96	93	41	97	12
O=C(Cn1c(C(=O)NCc2ccco2)cc2sccc21)c1ccccc1	91	0.6	94	/	3	86	93	96	26	92	10
Cc1ccc(S(=O)(=O)N2CCOCC2)cc1C(=O)Nc1ccccn1	107	0.1	104	/	3	106	104	99	30	102	21
Cc1cc(NC(=O)CSc2nc3sc(C)c(C)c3c(=O)n2C2CCCC2)no1	106	0.6	104	5	1	102	103	99	18	101	7
O=C(CCn1nnc2ccccc21)N1CCC(O)(c2cccc(F)c2)CC1	103	0.4	99	/	-3	106	100	94	22	97	34
CN1CCN(CC(=O)N/N=C\c2c[nH]c3ccccc23)CC1	104	0.6	101	0	3	107	102	101	9	100	15
COC(=O)c1ccc(NC(C)C(=O)OC)c([N+](=O)[O-])c1 (stereo not drawn)	101	1.4	98	-5	33	104	99	100	13	99	12
CC1=C(C(=O)N2CCOCC2)C(c2ccc(OC(F)F)cc2)NC(=S)N1c1ccccc1 (stereo not drawn)	97	-1.1	96	/	-5	96	96	95	10	92	12
CN1CCN(C(=O)C2CCN(c3ncc(C(F)(F)F)cc3Cl)CC2)CC1	100	0.3	97	4	0	96	96	96	18	96	8
CC1CCN(C(=O)Nc2cccc(NC(=O)N3CCC(C)CC3)c2)CC1	97	0.9	93	-3	8	94	97	95	37	93	12
COc1ccccc1N=C1SC(C(=O)Nc2ccc(F)cc2)CC(=O)N1C (stereo not drawn)	96	-0.3	98	-26	-1	102	99	99	14	96	6
CCOCCSc1nc2c(c(-c3cccs3)c1C#N)CC/C2=C/c1cccs1	99	-0.5	100	/	-1	98	96	98	12	100	11

Part of the list above in order of length of the SMILES, descending:
SMILES	Cdc42 wt	ABCB1 block	Rab2 wt GTP	Pf gametocyte	ABCG2 block	Rac1 wt GTP bind	HRas wt GTP	Rab7 wt modul	GSH fluor	Rac1 mut GTP	Avidin bead fluor
CCOCCSc1nc2c(c(-c3cccs3)c1C#N)CC/C2=C/c1cccs1	99	-0.5	100	/	-1	98	96	98	12	100	11
COC(=O)c1ccc(NC(C)C(=O)OC)c([N+](=O)[O-])c1 (stereo not drawn)	101	1.4	98	-5	33	104	99	100	13	99	12
O=C(Cn1c(C(=O)NCc2ccco2)cc2sccc21)c1ccccc1	91	0.6	94	/	3	86	93	96	26	92	10

(cont.)
SMILES	Cdc42 wt	ABCB1 block	Rab2 wt GTP	Pf gametocyte	ABCG2 block	Rac1 wt GTP bind	HRas wt GTP	Rab7 wt modul	GSH fluor	Rac1 mut GTP	Avidin bead fluor
C1CCN(Cc2nnnn2C2CCCC2)CC1	105	0.0	103	/	-1	104	104	101	13	100	22
CCOC(=O)C1=C(C)NC(=S)NC1c1ccc(OC(=O)c2ccco2)cc1 (stereo not drawn)	92	0.1	96	/	-1	95	96	97	8	96	10
CC(C)Cn1c(SCC(=O)N2CCCCC2)nc2ccccc2c1=O	99	2.0	100	-9	5	101	100	97	13	99	4
O=[N+]([O-])c1ccccc1Oc1ncccc1[N+](=O)[O-]	?	-0.3	?	15	0	?	?	?	25	?	24
Cc1ccc2c(c1)c1c(n2CC(O)Cn2nc(C)c(Br)c2C)CCCC1 (stereo not drawn)	99	0.3	98	-6	-1	101	96	96	31	98	1
COc1ccccc1NC(=O)CSc1nnc(CC(=O)Nc2cccc(C(F)(F)F)c2)n1C	104	0.0	100	6	29	105	102	103	35	101	24
COc1cccc(NS(=O)(=O)Cc2ccccc2)c1	102	0.1	103	/	0	103	102	101	10	99	8
CC(=O)c1cccc(NC(=O)C2CC(=O)N(CCc3ccccc3)C2)c1 (stereo not drawn)	93	-0.1	97	15	1	95	95	102	7	92	22
COc1ccc2c(c1OC)C(=O)OC2Nc1ncc(Br)cc1Br (stereo not drawn)	102	0.3	100	/	1	110	98	97	46	97	5
